From PubChem BioAssay
Kir21 inh = inhibitors of mouse Kir2.1 inward-rectifier potassium channel; HEK293-Kir2.1, FluxOR thallium flux fluorescence; stronger effect = lower value; Inward rectifier potassium channel 2 (Mus musculus), P35561; AID 1672, 2009; hit rate 0.85% among 310,000; B-score at 10 µM;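 active means fluorescence ratio B-score at or below minus 3 SD of library scores, with starting-brightness B-score within 2 SD, cut at about -4.2 in these data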;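 further: channel flux triggered by added potassium and thallium sulfate stimulus; B-score of peak minus minimum fluorescence over baseline after thallium stimulus; more negative B-score means stronger Kir2.1 block with less thallium influx; some compounds called inactive have numbers as strong as hits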
Target sequence (P35561 whole entry, looked up): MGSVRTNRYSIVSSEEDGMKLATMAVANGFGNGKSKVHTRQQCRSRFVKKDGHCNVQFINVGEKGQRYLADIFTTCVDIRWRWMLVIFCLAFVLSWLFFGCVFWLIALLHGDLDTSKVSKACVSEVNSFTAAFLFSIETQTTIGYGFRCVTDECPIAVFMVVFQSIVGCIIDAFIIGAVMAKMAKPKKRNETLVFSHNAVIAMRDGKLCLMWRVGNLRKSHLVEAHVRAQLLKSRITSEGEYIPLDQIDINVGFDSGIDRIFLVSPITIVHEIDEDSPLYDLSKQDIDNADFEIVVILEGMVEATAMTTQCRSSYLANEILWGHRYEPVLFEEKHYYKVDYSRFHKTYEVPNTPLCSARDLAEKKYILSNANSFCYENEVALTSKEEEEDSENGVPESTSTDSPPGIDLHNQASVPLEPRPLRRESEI
KCNQ2 block = KCNQ2 potassium channel inhibitors, primary screen, cell-based, CHO-K1, FluxOR thallium flux, B-score (AID 2156). Potassium voltage-gated channel subfamily KQT member 2 (Rattus norvegicus), O88943. 20 min; stronger effect = lower value. B-score at 10 µM. hit rate 1.1% among 310,000;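 active means fluorescence ratio B-score at most minus 3 library SDs, with starting brightness B-score within 2 library SDs, cut at about -5.5 in these data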
CHT inh = inhibitors of human choline transporter CHT; High affinity choline transporter 1 (Homo sapiens), Q9GZV3; CHT-expressing cells, membrane potential dye, choline response; stronger effect = lower value; B-score at 10 µM; hit rate 0.86% among 310,000; AID 488975, 2010;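 active means B-score over 3 SD under the library average, and starting fluorescence ratio not unusually high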;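 further: choline stimulus applied at its EC90 after an EC20 pre-addition; B-score computed on integrated fluorescence ratio after choline addition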
Target sequence (Q9GZV3 whole entry, looked up): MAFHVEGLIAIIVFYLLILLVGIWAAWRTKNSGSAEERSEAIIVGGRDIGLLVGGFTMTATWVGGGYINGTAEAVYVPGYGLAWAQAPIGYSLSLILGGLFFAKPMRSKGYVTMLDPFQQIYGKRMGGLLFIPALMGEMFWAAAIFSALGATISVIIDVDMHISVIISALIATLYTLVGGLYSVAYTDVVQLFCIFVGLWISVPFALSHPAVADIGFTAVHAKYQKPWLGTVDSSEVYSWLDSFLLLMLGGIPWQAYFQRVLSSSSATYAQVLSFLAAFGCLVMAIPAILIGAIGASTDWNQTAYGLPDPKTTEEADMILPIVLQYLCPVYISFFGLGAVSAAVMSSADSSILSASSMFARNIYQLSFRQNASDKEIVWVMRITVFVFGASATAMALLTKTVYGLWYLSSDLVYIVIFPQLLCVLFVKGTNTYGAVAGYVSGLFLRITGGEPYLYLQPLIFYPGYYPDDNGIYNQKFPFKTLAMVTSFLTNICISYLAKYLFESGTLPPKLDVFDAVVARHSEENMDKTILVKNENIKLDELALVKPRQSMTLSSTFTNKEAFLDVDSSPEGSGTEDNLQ
Starred values were filed as active, the others as inactive; i = inactive.

A first look (seven entries):
Kir21 inh | KCNQ2 block | SMILES | CHT inh
0.36 | i | CC(C)=CCC(C)(C)/C=N/NC(N)=O | i
2.2 | i | O=C1C2C3C=CC(C3)C2C(=O)N1/N=C/c1cc(Br)cc([N+](=O)[O-])c1O (configuration not stated) | i
-0.23 | i | Clc1ccc2nnnc(-c3ccccc3)c2c1 | i
0.65 | i | CCOCCc1nnc(NC(=O)COC)s1 | i
-1.5 | i | CCn1cc(S(=O)(=O)N2CCN(Cc3ccc(F)cc3)CC2)cn1 | i
-0.72 | i | CCC(C)[C@H](NC(=O)C1(c2ccccc2)CCN(C(=O)OC(C)(C)C)CC1)C(=O)N[C@@H](C(=O)O)c1ccccc1 (some centres not stated) | i
-0.98 | i | COc1ccccc1C(=O)Nc1ccccc1C(=O)N1C(C)CCCC1C (configuration not stated) | i

Main list, from the first entry:
Kir21 inh | KCNQ2 block | SMILES | CHT inh
0.36 | i | CC(C)=CCC(C)(C)/C=N/NC(N)=O | i
2.2 | i | O=C1C2C3C=CC(C3)C2C(=O)N1/N=C/c1cc(Br)cc([N+](=O)[O-])c1O (configuration not stated) | i
-0.23 | i | Clc1ccc2nnnc(-c3ccccc3)c2c1 | i
0.65 | i | CCOCCc1nnc(NC(=O)COC)s1 | i
-1.5 | i | CCn1cc(S(=O)(=O)N2CCN(Cc3ccc(F)cc3)CC2)cn1 | i
-0.72 | i | CCC(C)[C@H](NC(=O)C1(c2ccccc2)CCN(C(=O)OC(C)(C)C)CC1)C(=O)N[C@@H](C(=O)O)c1ccccc1 (some centres not stated) | i
-0.98 | i | COc1ccccc1C(=O)Nc1ccccc1C(=O)N1C(C)CCCC1C (configuration not stated) | i
1.1 | i | CCc1cc(=O)oc2cc3occ(-c4ccc(OC)c(F)c4)c3cc12 | i
-0.4 | i | COc1ccccc1NCC(=O)N/N=C/c1c(O)ccc2ccccc12 | i
-1.4 | i | CC(=O)c1cc(-c2ccccc2)n(CCC(=O)NC2CCCC2)c1C | i
-1.6 | i | COc1cc(C2C(C#N)=C(N)Oc3c2oc(CO)cc3=O)cc(OC)c1OC (configuration not stated) | i
-2.3 | i | CCn1c(CSc2nc3ccccc3s2)nnc1SCC(=O)c1ccc(O)c(O)c1 | i
-1.2 | i | CCCc1[nH]nc2c1C(c1cc(OC)ccc1F)C(C#N)=C(N)O2 (configuration not stated) | i
0.99 | i | COC(=O)c1c(-c2ccccc2Cl)noc1-c1cnc(N)nc1C(F)(F)F | i
0.09 | i | Brc1cccc(-c2nnco2)c1 | i
-0.01 | i | O=C(OCc1cncs1)c1ccccc1 | i
0.29 | i | CCCN(C(=O)c1ccc(N(C)S(=O)(=O)c2ccc(C)cc2)cc1)C1CCS(=O)(=O)C1 (configuration not stated) | i
3 | i | COc1ccc(NC(=O)c2cc(=O)c3ccccc3o2)cn1 | i
-0.69 | i | Cc1cccc(NC(=O)/C(C#N)=C/c2ccccc2Cl)n1 | i
0.45 | i | O=C1N/C(=N/S(=O)(=O)Cc2ccccc2)S/C1=C/c1ccc2c(c1)OCO2 | i
1.2 | i | Cc1ccc(C(=O)Nc2ccc(C(=O)N/N=C/c3c[nH]c4ccccc34)cc2)cc1 | i
-0.31 | i | O=S(=O)(Cc1ccccc1Cl)NCCOc1ccccc1 | i
-0.56 | i | CCc1cccc(CC)c1C(OC(C)=O)c1cccnc1 (configuration not stated) | i
0.07 | i | c1ccc(-c2ccc(-c3ccccn3)nn2)nc1 | i
0.12 | i | COc1ccc(Cl)cc1NC(=S)N1CCN(C(=O)C2CCCO2)CC1 (configuration not stated) | i
0.25 | i | O=C(NC(=S)N1CCCC1)c1cccc([N+](=O)[O-])c1 | i
-0.75 | i | CC1C/C(=C/c2ccco2)C(=O)/C(=C/c2ccco2)C1 (configuration not stated) | i
-2.6 | i | Cc1ccc(-c2nc(Nc3cccc(C)c3)sc2CC(=O)O)cc1 | i
0.1 | i | Cc1ccc(NC(=O)c2ccccc2)cc1 | i
0.59 | i | COc1ccc(Br)cc1C(=O)NC(=S)Nc1ccc2[nH]c(=O)[nH]c2c1 | i
0.03 | i | C/C(=N/Nc1ncc(C(F)(F)F)cc1Cl)c1ccncc1 | i
0.64 | i | C=CCN(c1ccccc1)S(=O)(=O)c1cccc(C(=O)Nc2cccc(C)n2)c1 | i
-0.68 | i | O=S(=O)(c1ccc(NC(=S)NN=C(Cc2ccccc2)Cc2ccccc2)cc1)N1CCOCC1 | i
-0.01 | i | CC(=O)N/N=C/c1ccccc1OCCOc1cccc(C)c1 | i
1.3 | i | O=[N+]([O-])c1ccc(N=Nc2ccc(O)cc2O)cc1 | -9.9*
-1.9 | i | CCC(=O)NNc1ncnc2c1cnn2C | i
0.35 | i | CCC(C)[C@H](NC(=O)NCc1cccs1)C(=O)OC (some centres not stated) | i
1.1 | i | NC(=O)Cn1c(=O)n(CCC(=O)NCCSCc2ccccc2)c(=O)c2ccccc21 | i
-1.2 | i | COc1cc(/C(C)=N\NC(=O)CSc2nc3ccccc3n2C)ccc1O | i
-1.2 | i | Cc1cc(C)cc(C(=O)NC2CC(C)(C)NC(C)(C)C2)c1 | i
-0.47 | i | NC(=O)Cn1cc(C(=O)c2cccs2)c2ccccc21 | i
-1.3 | i | O=C(CCN1C(=O)c2ccccc2C1=O)C1=NN[C@@H]2C(=O)N(c3ccc(F)cc3)C(=O)[C@H]12 | i
1.6 | i | CS(=O)(=O)N(CC(=O)NCc1ccco1)c1cc(C(F)(F)F)ccc1Cl | i
-1.6 | i | O=C(CN(Cc1ccccc1)S(=O)(=O)c1ccccc1)N1CCOCC1 | i
0.53 | i | COC(=O)c1sccc1NC(=O)CCC1CCCC1 | i
-0.26 | i | Cc1cc(N2C(=O)C3CC=CCC3C2=O)cc(C)c1Br (configuration not stated) | i
1.6 | i | Cc1c(OC(C)C(=O)NCC2CCC(C(=O)O)CC2)ccc2c(-c3ccccc3)cc(=O)oc12 (configuration not stated) | i
1.2 | i | Cc1ccc(C2(c3ccc(C)cc3)NC(=O)N(Cc3c(C)noc3C)C2=O)cc1 | i
0.08 | i | COc1cc(/C=C2\N=C(c3ccccc3)NNC2=O)cc(OC)c1OC | i
0.81 | i | Cc1cccn2c(=O)c(/C=N/O)c(NCc3ccccc3)nc12 | i
-0.68 | i | COC(=O)CC1COc2ccccc2N1S(=O)(=O)c1ccc(OC)cc1 (configuration not stated) | i
0.78 | i | COc1ccc(S(=O)(=O)N(C(=O)c2ccncc2)c2ccc(OC(=O)c3ccncc3)cc2)cc1 | i
-0.75 | i | COc1ccc(-c2n[nH]c(C)c2-c2ccc(Cl)cc2)c(O)c1 | i
-1.1 | i | Cn1c2ccccc2c2cc(/C=N/NC(=O)c3cc(O)cc(O)c3)ccc21 | i
1 | i | O=C1N(Cc2cccnc2)C[C@@H]2C[C@@H](c3cccc(Oc4ccccc4)c3)N3CCC[C@@]123 | i
-1.1 | i | CN(C)CCCn1c(N)c(C#N)c2nc3ccccc3nc21 | i
-0.97 | i | O=c1nc2ccccc2c2n1CC(CN1CCN(c3ccc(F)cc3)CC1)N2 (configuration not stated) | i
-0.62 | i | Cc1cc(C)cc(OCC(O)CN2CC(C)OC(C)C2)c1 (configuration not stated) | i
0 | i | COc1cc(NC(=O)CSc2nnc3c(n2)[nH]c2ccc(S(=O)(=O)NC(C)C)cc23)cc(OC)c1OC | i
-0.18 | i | CCCCCCCCCc1nc2sc3c(c2c(=O)n1NC(=O)c1ccc([N+](=O)[O-])cc1)CC(C)(C)OC3 | i

Record cards, as listed above:
CCCCCCCCCc1nc2sc3c(c2c(=O)n1NC(=O)c1ccc([N+](=O)[O-])cc1)CC(C)(C)OC3 in the list: Kir21 inh: -0.18; KCNQ2 block: i; CHT inh: i
CCC(=O)NNc1ncnc2c1cnn2C in the list: Kir21 inh: -1.9; KCNQ2 block: i; CHT inh: i

The list continues.
Kir21 inh | KCNQ2 block | SMILES | CHT inh
1.1 | i | CC(Oc1ccccc1)c1ccnc2nc(N3CCOCC3)nn12 (configuration not stated) | i
-0.62 | i | O=C(Nc1ccccc1Cl)c1ccc2ccccc2c1 | i
-0.01 | i | c1cc(-c2ccncc2)ccn1 | i
-2.7 | i | CCOC(=O)/C=C1\CC(=O)Nc2cc(C)c(C)cc2N1 | i
-1 | i | O=C1c2cccc3cccc(c23)C(=O)N1c1ccccc1Cl | i
-1.3 | i | CC(=O)Nc1ccc(NC(=O)COC(=O)c2ccccc2SCC(=O)N2CCCC2)cc1 | i
0.97 | i | O=Cc1cnc(N2CCN(Cc3ccccc3)CC2)s1 | i
-1.2 | i | Cn1c(=O)c(C(=O)NNC(=O)c2ccc(Br)cc2)c(O)c2ccccc21 | i
0.07 | i | O=C(COC(=O)c1cccc(C(F)(F)F)c1)NCc1ccc(Cl)cc1 | i
0.29 | i | CN1CCN(c2nc(-c3ccccc3)nc(-c3ccc(F)cc3)c2C#N)CC1 | i
-1.5 | i | Cc1ccc(N=Nc2c(O)[nH]c3ccc(F)cc23)cc1 | i
0.24 | i | C=C(C)C1CC=C(C)/C(=N/NC(=O)COc2ccccc2Cl)C1 (configuration not stated) | i
-0.45 | i | COC(=O)c1ccc2c(c1)C(=O)N(C1CCCCC1)C2=O | i
0.21 | i | C=CCNc1ncnc2ccccc12 | i
0.74 | i | CC(C)c1ccc(C2/C(=C(/O)c3ccc(F)cc3)C(=O)C(=O)N2CCCN2CCOCC2)cc1 (configuration not stated) | i
-4.5* | i | COc1cccc(CC(=O)OC(C)C(=O)Nc2ncc(Cl)cc2Cl)c1 (configuration not stated) | i
-0.05 | i | COc1ccccc1NC(=S)N(Cc1cccs1)C1CCCC1 | i
0 | i | CC(C)(C)c1ccc(C(=O)N2CCN(c3ccc(N4CCOCC4)nn3)CC2)cc1 | i
0.15 | i | CCOC(=O)c1c(C)[nH]c(C)c1C(=O)COC(=O)/C=C/c1ccc(Cl)cc1 | i
-1.8 | i | COCc1ccc(CN2CCCC(CO)(Cc3ccccc3)C2)o1 (configuration not stated) | i
1.3 | i | CC1=C(C(=O)N2CCCCC2)C(c2cccs2)NC(=O)N1 (configuration not stated) | i
1.2 | i | COc1ccc(N2CCN(C(=O)c3ccc(N4C(=O)NC5CC4(C)Oc4ccccc45)cc3)CC2)cc1 (configuration not stated) | i
-0.67 | i | Cc1cc2ccccn2c1C(=O)c1ccc([N+](=O)[O-])cc1[N+](=O)[O-] | i
0.1 | i | CCOc1ccc(NC(=O)C2CCC(CNc3c(N4CCOCC4)c(=O)c3=O)CC2)cc1 (configuration not stated) | i
0.92 | i | COC(=O)CSc1nnc2cc(C)c3ccccc3n12 | i
0.24 | i | O=C(Nc1nccs1)C1CCCN1S(=O)(=O)c1cccc2cccnc12 (configuration not stated) | i
-0.61 | i | COc1ccc(Cc2nc3ccc(C(=O)N(C)CCCN4CCOCC4)cc3o2)cc1 | i
0.33 | i | COc1ccc(OCc2cc(C(=O)N3CCN(CC(=O)N(C)C)CC3)no2)c(Cl)c1 | i
0.67 | i | Cc1ccc(-c2n[nH]c3c2C(c2cccc(O)c2)N(c2ccc(C(=O)O)cc2)C3=O)cc1 (configuration not stated) | i
-0.56 | i | c1ccc(Oc2nc(Oc3ccccc3)nc(N3CCOCC3)n2)cc1 | i
1.4 | i | COc1ccc2[nH]c(C)c(CCN(Cc3cccs3)C(=S)Nc3ccc(F)cc3)c2c1 | i
-0.01 | i | CC(C)CC(=O)NC1(C(F)(F)F)C(=O)N(CC(C)C)C2=C1C(=O)CC(C)(C)C2 (configuration not stated) | i
0.83 | i | CC(=O)Nc1ccc(NC(=O)C2C3C=CC(C3)C2C(=O)O)cc1 (configuration not stated) | i
-1.2 | i | O=C(NCCN1CCN(c2ccccc2)CC1)c1ccccc1F | i
-1.9 | i | CN1CCN(C2CCCCC2NS(=O)(=O)c2ccc(Cl)cc2)CC1 (configuration not stated) | i
-0.83 | i | C=CCNC(=O)c1onc(CSc2ccccc2C)c1C(=O)O | i
0.48 | i | CC1CCCCN1C(=O)Nc1cccc(C(F)(F)F)c1 (configuration not stated) | i
-1.4 | i | Cc1ccc(N2C(=O)CN(Cc3cccs3)C2=S)cc1C | i
0.3 | i | CCCCNC(=S)NNC(=O)c1nn(C)c(C)c1Cl | i
-0.02 | i | CCCCC(CCC(=O)Nc1ccc(C(=O)OC)cc1)C(=O)O (configuration not stated) | i
0.58 | i | Cc1cccc(N2C(N)=NC(N)=NC23CCCCC3)c1 | i
0.47 | i | O=C(O)c1ccc(N2C(=O)C3ON(c4ccccc4)C(c4ccccc4F)C3C2=O)cc1 (configuration not stated) | i
-0.04 | i | S=c1[nH]nc(C2CCCCC2)n1/N=C/c1cccs1 | i
-0.51 | i | O=C(Cn1nnc(-c2ccncc2)n1)NCCc1ccccc1 | i
0.5 | i | O=C(O)Cn1cnc2ccccc2c1=O | i
-1.8 | i | Cc1ccc(NC(=O)CSCC(=O)NC2CCCCC2)cc1 | i
-0.62 | i | CCN(CC)CC(=O)NN(Cc1ccccc1)c1ccccc1 | i
-0.06 | i | CCn1nc(C)c(NC(=O)/C=C/c2ccc(OC)c(COc3ccc(Cl)cc3Br)c2)c1C | i
-0.73 | i | Cc1cc(SCc2ccccc2Cl)nc(=O)[nH]1 | i
-0.36 | i | CCCCOC(=O)n1c(=O)oc2ccccc21 | i
-1.6 | i | COc1ccc(C)cc1S(=O)(=O)Nc1ccc2c(c1)N(C(C)=O)CCC2 | i
